# aSyn UTR inh = MLPCN primary screen, SNCA 5' untranslated region. inhibition, % (tested at 7.5 µM). AID 1813. alpha-synuclein 5'UTR reporter, inhibitor activity. 300,000 tested, 0.82% active; in the data active = inhibition above about 60%;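 also: H4 neuroglioblastoma cells stably carrying SNCA 5'UTR luciferase fusion; 0% = DMSO wells and 100% = positive control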
# GSK3A inh = inhibitors of human GSK-3 alpha kinase; P49840; ADP-Glo luminescence, 60 min; inhibition, % at 10 µM; 320,000 tested, 0.1% active; AID 2650;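 in the data active = inhibition above about 50%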;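 also: GST-tagged GSK-3 alpha with peptide substrate and 25 µM ATP; 0% = DMSO neutral wells and 100% = GW8510 positive control wells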
# Target sequence (P49840 whole entry, looked up): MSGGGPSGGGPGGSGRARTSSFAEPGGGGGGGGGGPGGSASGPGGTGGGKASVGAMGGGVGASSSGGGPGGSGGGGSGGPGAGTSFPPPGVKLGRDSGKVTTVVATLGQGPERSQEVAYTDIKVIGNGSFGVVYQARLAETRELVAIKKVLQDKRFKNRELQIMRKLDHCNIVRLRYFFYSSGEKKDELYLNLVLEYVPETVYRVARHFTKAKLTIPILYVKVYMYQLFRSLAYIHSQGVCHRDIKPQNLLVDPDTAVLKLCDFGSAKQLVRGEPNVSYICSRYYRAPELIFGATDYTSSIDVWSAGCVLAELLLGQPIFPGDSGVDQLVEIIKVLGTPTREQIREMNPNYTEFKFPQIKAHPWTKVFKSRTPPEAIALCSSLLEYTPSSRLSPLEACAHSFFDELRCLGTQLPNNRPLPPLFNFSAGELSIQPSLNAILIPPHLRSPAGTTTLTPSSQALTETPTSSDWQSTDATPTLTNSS
# HSF1 activator = increases HSF-1 driven luciferase reporter signal; NIH3T3-HGL HSF-1 luciferase reporter, MG132, 8 h; 100% = twice DMSO control signal; activation, % at 9 µM; 300,000 tested, 1.7% active; AID 504408;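 active = mean replicate activation of at least 50% with a set share of replicates each reaching 50%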;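 also: 0% = median of the neutral control wells and 100% = twice that signal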
# Dyrk1A ADPGlo = blocks rat Dyrk1A kinase activity | inhibition, % at 12.5 µM | AID 504441 | 310,000 tested, 0.43% active | Q63470 | ADP-Glo luminescence, NFATc1 peptide; in the data active = inhibition above about 50%;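 also: plate controls were vehicle with enzyme for no effect and no enzyme for full effect; many of its hits are not listed in these tables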
# HSF1 inh = HSF1 inhibition. NIH3T3-HGL HSE-luciferase, MG132-induced, luminescence 8 h; active compounds read low. activity change, negative = inhibition, % at 7.5 µM (by protocol). 300,000 tested, 0.77% active;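 active = more than half of replicate wells show activity change below -50%, luminescence cut by over half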;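 also: luciferase reports HSF-1 transcriptional activity via heat shock element; 0% = median of DMSO wells and -100% = zero luminescence signal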
# GSK3B inh = blocks human GSK3beta kinase activity. P49841. GST-GSK3beta kinase, ADP-Glo luminescence, 60 min; active compounds read low. activity score (negative = inhibition), % at 10 µM. 300,000 tested, 0.038% active. AID 2097;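 active = more than half of replicate wells score below -50%, meaning over 50% inhibition versus plate controls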;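 also: 0% = median DMSO wells and -100% = median GW8510 positive control wells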
#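 test system = GST-tagged human GSK3beta kinase, cell-free | reagent = 25 µM ATP with peptide substrate | dosing = one dose of 10 µM per compound | schedule = 60 min reaction, RT | detection = luminescent ADP-Glo measurement of ADP formed | control set = DMSO neutral wells and GW8510 at 20 µM as positive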
# HSP90 inh = blocks HSP90-mediated luciferase refolding in reticulocyte lysate. inhibition, % at 5.6 µM. 290,000 tested, 0.91% active. Rabbit reticulocyte lysate, luciferase refolding luminescence, 3 h;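 active = inhibition above the screen-wide mean plus 3 SD, computed separately per campaign, cut at about 16% in these data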;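 also: 0% = DMSO wells and 100% = 60 µM geldanamycin wells; inhibitors lower the luminescence because luciferase stays unfolded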
# IEC-6 cytotox = counter-screen for KLF5 inhibitors: cytotoxicity in IEC-6 cells | IEC-6 cytotoxicity, luminescence viability | inhibition, % at 5 µM | 290,000 tested, 0.78% active; in the data active = inhibition above about 22%;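 also: 0% = plate median of test compound wells and 100% = cytotoxic reference compound wells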
# KLF5 inhibitor = suppresses KLF5 promoter-driven expression | DLD-1 KLF5 promoter-luciferase reporter, luminescence | inhibition, % at 5 µM | 290,000 tested, 0.23% active | AID 1700;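 active = inhibition above a per-plate limit of that plate's mean compound inhibition plus 3 SD, cut at about 60% in these data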;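 also: 0% = DMSO wells and 100% = LY294002 at 200 µM; higher means less KLF5 promoter-driven luciferase light; inactives centre near -14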
# Platelet DG rel = platelet dense granule release activity; 300,000 tested, 0.22% active; inhibition, %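 (compounds screened at 7.5 µM in platelet-rich plasma)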; human platelet-rich plasma, SFLLRN dense granule ATP release, luminescence; AID 1663;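 active = mean replicate score, as percent of positive control, at or above 50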
# * = called active by the depositor; / = not tested or not shown.
SMILES,aSyn UTR inh,GSK3A inh,HSF1 activator,Dyrk1A ADPGlo,HSF1 inh,GSK3B inh,HSP90 inh,IEC-6 cytotox,KLF5 inhibitor,Platelet DG rel
Cc1cc(=O)[nH]c(SCC(=O)N2CCCC(C)C2)n1 (stereo unspecified),12,5,5,6,4,0,-4,4,2,-5
O=C(O)c1ccc(Cl)c(S(=O)(=O)NCC2CCCO2)c1 (stereo unspecified),-1,-2,-2,5,0,-1,0,-2,-22,1
Cc1ccc(CNC(=O)C2CCCN(S(=O)(=O)c3cccc4nonc34)C2)cc1 (stereo unspecified),12,2,2,-3,-3,0,6,2,-21,-8
O=C(Cn1c(=O)c(=O)n(Cc2ccccc2)c2ccc(Cl)cc21)Nc1cccc(F)c1,27,-2,-8,-1,0,-2,-5,-5,12,-4
COc1ccc(C2Nc3ccccc3C(=O)N2C2CCCCC2)cc1 (stereo unspecified),-20,1,7,3,-9,1,2,-7,-38,2
O=C(NC(=S)NCc1ccccc1)c1ccc(Br)cc1,-29,0,-4,/,0,1,/,/,/,0
COc1ccc(CNC(=O)CCc2c(C)nc3cc(-c4ccccc4OC)nn3c2C)cc1,40,0,14,-3,1,-3,1,-2,-10,5
Cc1ccccc1NC(=O)C(C)OC(=O)CNS(=O)(=O)c1ccc(C#N)cc1 (stereo unspecified),8,-2,-8,-3,3,0,/,/,/,-6
Cc1csc(NC(=O)c2ccc(-c3ccc(Cl)cc3Cl)o2)n1,-53,3,3,-7,-13,1,-1,-2,-22,4
CCOC(=O)CSc1nc2c(sc(=S)n2-c2ccc(CC)cc2)c(=O)[nH]1,8,0,8,2,0,0,-5,2,-55,2
Cn1c(=O)[nH]c(=O)c2c1nc(SCCN1CCCCC1)n2CCCc1ccccc1,/,-44,/,-5,/,/,-1,-2,-4,/
NC(=O)CN1N=C(c2cc(Cl)sc2Cl)CSC1=O,-8,0,-11,4,-3,-1,-4,-4,-20,1
NC(=O)c1ccc(NC(=O)CNCc2ccccc2Cl)cc1,-13,2,34,2,1,0,4,0,-3,-5
Cc1c(Cl)cccc1NC(=O)Cc1ccc([N+](=O)[O-])cc1,-20,1,20,5,8,4,-1,2,-13,0
c1ccc(-n2nnnc2Sc2ncnc3sc4c(c23)CCCC4)cc1,-6,-2,-21,-6,4,0,1,5,7,-15
Cn1cccc1CNCc1ccccc1Cl,6,-1,-3,-1,-1,3,3,-13,-1,8
Cn1ncc(Br)c1C(=O)NCc1cccs1,11,-1,-4,-2,-6,-3,-1,10,-35,9
CCOC(=O)c1sc(NC(=O)C(C)(C)C)cc1C,-166,-1,39,-4,18,2,-5,4,-115,-23
CCN1CCN(S(=O)(=O)Cc2ccccc2)CC1,-17,-1,/,/,/,0,0,0,6,-8
COC(=O)c1cc([N+](=O)[O-])ccc1N1CCN(Cc2ccccc2)CC1,32,2,24,2,-4,-2,-1,7,8,-20
O=C(NCc1ccco1)c1ccc(Cl)nc1,-14,-2,-3,0,-4,-1,-1,-3,-17,4
CCOC(=O)c1ccc(NC(=O)c2ccc(OC(C)C)c(OC)c2)cc1,14,-1,-2,/,-5,-3,-6,7,-31,6
Cc1cccc(C(=O)NC2CCN(C(=O)Nc3ccccc3C)CC2)c1,2,1,-4,-7,0,0,3,7,6,0
CC(=O)NCCc1nc2cc(NS(=O)(=O)c3ccccc3)ccc2n1C,-1,-1,-17,-6,-3,1,4,6,-27,8
CC(Oc1ccc(Cl)cc1Cl)C(=O)Nn1cnnc1 (stereo unspecified),-10,-2,-4,0,1,0,-2,2,-22,0
CCN(CC)S(=O)(=O)c1ccc(Cl)c(NC(=O)COC(=O)c2ccc(O)cc2)c1,-12,1,22,-5,-11,3,2,0,9,-1
CC1CCc2cc(F)ccc2N1C(=O)c1ccncc1 (stereo unspecified),20,-4,27,2,-3,0,3,4,16,-6
Nc1ncc(-c2ccccc2)c(-c2ccc(O)cc2O)n1,18,60*,6,38,-4,-35,0,-1,12,4

# 6 compounds picked at random from those above, as already listed:
SMILES,aSyn UTR inh,GSK3A inh,HSF1 activator,Dyrk1A ADPGlo,HSF1 inh,GSK3B inh,HSP90 inh,IEC-6 cytotox,KLF5 inhibitor,Platelet DG rel
Cc1csc(NC(=O)c2ccc(-c3ccc(Cl)cc3Cl)o2)n1,-53,3,3,-7,-13,1,-1,-2,-22,4
O=C(NCc1ccco1)c1ccc(Cl)nc1,-14,-2,-3,0,-4,-1,-1,-3,-17,4
Cc1ccccc1NC(=O)C(C)OC(=O)CNS(=O)(=O)c1ccc(C#N)cc1 (stereo unspecified),8,-2,-8,-3,3,0,/,/,/,-6
COC(=O)c1cc([N+](=O)[O-])ccc1N1CCN(Cc2ccccc2)CC1,32,2,24,2,-4,-2,-1,7,8,-20
Cn1c(=O)[nH]c(=O)c2c1nc(SCCN1CCCCC1)n2CCCc1ccccc1,/,-44,/,-5,/,/,-1,-2,-4,/
CCN(CC)S(=O)(=O)c1ccc(Cl)c(NC(=O)COC(=O)c2ccc(O)cc2)c1,-12,1,22,-5,-11,3,2,0,9,-1

# Molecules above containing a nitro group on carbon, in the order listed:
SMILES,aSyn UTR inh,GSK3A inh,HSF1 activator,Dyrk1A ADPGlo,HSF1 inh,GSK3B inh,HSP90 inh,IEC-6 cytotox,KLF5 inhibitor,Platelet DG rel
Cc1c(Cl)cccc1NC(=O)Cc1ccc([N+](=O)[O-])cc1,-20,1,20,5,8,4,-1,2,-13,0
COC(=O)c1cc([N+](=O)[O-])ccc1N1CCN(Cc2ccccc2)CC1,32,2,24,2,-4,-2,-1,7,8,-20

# An excerpt; rates above refer to the full screens.
